Bioassay records: PubChem BioAssay, Sanford-Burnham Center for Chemical Genomics
Gli-Sufu block – blocks Gli-Sufu signaling in a luciferase reporter; inhibition, % at 5 µM; Sufu-KO-LIGHT fibroblasts, Gli luciferase reporter luminescence; 340,000 compounds, 0.74% hits;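 active means inhibition above about 55%, limit read from the data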;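 further: 0% = DMSO-treated cells and 100% = wells with medium but no cells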
EBI2 block – blocks human EBI2 receptor beta-arrestin signaling; P32249; EBI2 beta-arrestin recruitment, luminescence, 7a,25-OHC stimulated; inhibition, % at 5 µM; 360,000 compounds, 0.81% hits; in the data active means inhibition above about 38%;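 further: enzyme fragment complementation signal reports receptor beta-arrestin coupling in cells; 0% = agonist plus DMSO wells and 100% = wells without agonist; some results beyond the cut were filed as inactive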
Target sequence (P32249 whole entry, looked up, the tested form may be a part): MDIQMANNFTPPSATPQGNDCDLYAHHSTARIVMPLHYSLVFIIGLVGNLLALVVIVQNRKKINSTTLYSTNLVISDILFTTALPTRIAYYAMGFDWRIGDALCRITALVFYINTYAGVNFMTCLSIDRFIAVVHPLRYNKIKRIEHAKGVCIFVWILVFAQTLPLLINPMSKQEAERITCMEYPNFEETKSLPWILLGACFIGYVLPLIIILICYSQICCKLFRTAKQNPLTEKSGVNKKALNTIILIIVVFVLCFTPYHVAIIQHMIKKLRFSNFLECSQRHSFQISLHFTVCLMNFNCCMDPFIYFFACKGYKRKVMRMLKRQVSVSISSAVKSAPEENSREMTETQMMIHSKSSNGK
ATG4B inhibitor – inhibitors of human ATG4B cysteine protease | 340,000 compounds, 0.51% hits | inhibition, % at 8.33 µM | ATG4B cleavage of LC3-PLA2, NBD-HPC fluorescence, 1 h; in the data active means inhibition above about 40%
Target sequence (Q9Y4P1 whole entry, looked up): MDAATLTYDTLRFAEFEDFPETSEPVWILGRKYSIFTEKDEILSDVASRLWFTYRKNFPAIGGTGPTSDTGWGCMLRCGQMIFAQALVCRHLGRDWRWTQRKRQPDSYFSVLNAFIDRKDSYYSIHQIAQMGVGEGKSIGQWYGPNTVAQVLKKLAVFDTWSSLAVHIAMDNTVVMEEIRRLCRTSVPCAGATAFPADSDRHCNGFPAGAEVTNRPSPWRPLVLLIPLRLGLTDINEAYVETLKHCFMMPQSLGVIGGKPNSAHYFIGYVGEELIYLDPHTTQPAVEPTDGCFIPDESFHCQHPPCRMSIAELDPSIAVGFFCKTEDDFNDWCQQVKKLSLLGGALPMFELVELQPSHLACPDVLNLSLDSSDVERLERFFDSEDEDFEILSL
CXCR6 block – blocks human CXCR6 beta-arrestin recruitment | O00574 | CHO-K1 PathHunter CXCR6 beta-arrestin, luminescence | inhibition, % at 20 µM | 360,000 compounds, 0.36% hits | AID 602244; in the data active means inhibition above about 34%, passing the limit was not always enough;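 further: antagonist mode with CXCL16 agonist at 10 nM final; 0% = 10 nM CXCL16 with DMSO and 100% = unstimulated wells without agonist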
Target sequence (O00574 whole entry, looked up): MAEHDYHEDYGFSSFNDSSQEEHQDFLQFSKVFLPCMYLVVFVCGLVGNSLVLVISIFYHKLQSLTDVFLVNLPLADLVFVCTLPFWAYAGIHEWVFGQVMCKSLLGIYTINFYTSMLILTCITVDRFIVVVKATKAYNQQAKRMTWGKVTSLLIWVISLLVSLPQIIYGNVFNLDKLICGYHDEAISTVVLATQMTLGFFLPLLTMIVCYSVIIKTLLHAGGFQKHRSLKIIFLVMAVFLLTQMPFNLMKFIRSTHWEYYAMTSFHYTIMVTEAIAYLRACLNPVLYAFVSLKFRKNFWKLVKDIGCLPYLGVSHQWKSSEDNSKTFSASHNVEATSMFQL
UBC13 polyUb – inhibitors of human UBC13 polyubiquitin chain formation | inhibition, % at 20 µM | P61088 | TR-FRET | 330,000 compounds, 0.47% hits | AID 485273; in the data active means inhibition above about 45%, passing the limit was not always enough
APJ ag – agonists of human APJ apelin receptor; CHO-K1 APJ PathHunter beta-arrestin, luminescence; 0% DMSO wells, 100% apelin; activation, % at 20 µM; P35414; 330,000 compounds, 0.11% hits;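 active means activation more than six SD over the plate average, tested at 20 µM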;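 further: 0% = DMSO alone and 100% = apelin-13 at 10 nM; some results filed as inactive read as strong as hits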
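Assay system: CHO-K1 APJ beta-arrestin complementation cell line / Compound: single test compound dose, 20 µM final, 1% DMSO / Times: overnight seeding, 90 min compound at 25 °C, 1 h detection / Technique: beta-gal luminescence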
APJ antagonist – blocks the human apelin receptor APJ; 330,000 compounds, 0.32% hits; CHO-K1 APJ beta-arrestin complementation, luminescence; AID 2521; P35414; inhibition, % at 20 µM;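 active means inhibition above about 40% at 20 µM, limit read from the data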;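 further: cells challenged with 10 nM apelin-13 agonist together with compound; plate controls were apelin-13 plus DMSO wells for no effect and DMSO wells lacking apelin-13 for full effect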
CCR6 antagonist – CCR6 (human) receptor antagonism | P51684 | CHO-K1 CCR6 PathHunter beta-arrestin, luminescence, CCL20-stimulated | inhibition, % at 20 µM | 340,000 compounds, 0.49% hits;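 active means compounds whose inhibition of the agonist-driven luminescence signal at 20 µM reaches about 50%, limit read from the data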;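 further: cells stimulated with CCL20 at 14 nM final; plate controls were DMSO with CCL20 for no effect and DMSO without agonist for full effect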
* hit, by the source's call; . = no result given.

[1] COc1ccc(-c2noc(N3CCC(C(=O)N4CCN(c5ccccn5)CC4)CC3)n2)cc1
[2] CCOc1ccc(N2CC(C(=O)NCCc3ccc(OC)c(OC)c3)CC2=O)cc1 (centres undefined)
[3] COc1ccccc1OCCC(=O)OCCN1C(=O)c2ccccc2C1=O
[4] CC1CCc2nn(CC(=O)NCCCN3CCOCC3)cc2C1 (centres undefined)
[5] O=C(CSCC(=O)N1CCCCC1)Nc1nc(-c2ccccc2)c(-c2ccccc2)s1
[6] CC1=CC(=O)C=C(C)C1=NOC(=O)c1cccc([N+](=O)[O-])c1

assay / compound	1	2	3	4	5	6
Gli-Sufu block	21.2	1.9	18.6	2.9	11.3	11.8
EBI2 block	11.2	5.9	-2.5	0.7	26.5	-5.6
ATG4B inhibitor	-18.4	-7.6	-1.2	-8.3	-21.8	-0.6
CXCR6 block	-7.0	-15.1	-1.4	-5.3	7.9	-7.0
UBC13 polyUb	-4.0	.	3.4	-1.9	16.7	-12.6
APJ ag	3.7	.	0.6	-1.6	-3.0	1.1
APJ antagonist	-16.6	.	5.1	18.7	13.2	-18.0
CCR6 antagonist	2.4	-11.3	2.5	3.7	13.9	6.8

[7] C[C@@H]1CN([C@@H](C)CO)C(=O)c2cc(NC(=O)Nc3ccccc3)ccc2O[C@H]1CN(C)C(=O)Nc1cccc2ccccc12
[8] Clc1cccc(Cl)c1Cn1nnc(-c2cccs2)n1
[9] C=CC[C@H](CC(=O)NCCO)C(=O)N[C@H](COC(=O)[C@@H](CC=C)Cc1ccc(F)cc1)Cc1ccccc1
[10] COc1ccc(OCCSc2n[nH]c(N)n2)cc1
[11] O=C(CSc1oc(-c2ccc(F)cc2)nc1S(=O)(=O)c1ccccc1)NCC1CCCO1 (centres undefined)
[12] COc1cccc(NC(=O)COC(=O)Cc2ccc(Br)cc2)c1

assay / compound	7	8	9	10	11	12
Gli-Sufu block	-12.8	-83.9	5.8	-4.1	-8.8	-7.4
EBI2 block	17.9	12.1	13.7	7.7	2.1	-5.8
ATG4B inhibitor	-32.8	2.6	-4.5	-8.2	2.8	0.8
CXCR6 block	-2.0	5.6	12.1	0.7	-5.1	-5.0
UBC13 polyUb	-0.5	7.1	0.9	11.2	-2.3	5.9
APJ ag	-0.4	5.6	1.1	2.7	-3.2	-2.5
APJ antagonist	-2.1	8.8	1.6	-13.0	4.9	14.8
CCR6 antagonist	-5.5	-10.0	-0.2	4.5	-3.7	-5.4

[13] COc1ccc(C(=O)N2CCN(C(=O)C3COc4ccccc4O3)CC2)cc1OC (centres undefined)
[14] O=[N+]([O-])c1cc(/C=N/O)ccc1Sc1ccccc1
[15] O=C(Nc1ccccc1N1CCN(C(=O)c2ccccc2)CC1)c1ccccc1Cl
[16] COCCCNc1nc2nonc2nc1N1CCN(C2CCCC2)CC1
[17] CC(C)c1nnc(NC(=O)C2CCCN2C(=O)Nc2ccccc2[N+](=O)[O-])s1 (centres undefined)
[18] Cc1ccc(N=Nc2ccc(O)c3ncccc23)cc1

assay / compound	13	14	15	16	17	18
Gli-Sufu block	0.8	-19.9	-2.8	13.5	0.9	8.6
EBI2 block	5.3	-10.0	-3.9	-6.3	-6.8	8.4
ATG4B inhibitor	-8.3	-2.7	-2.1	2.3	-3.9	-9.0
CXCR6 block	-8.5	4.6	-10.5	3.7	4.3	3.7
UBC13 polyUb	-0.2	7.5	-5.6	-0.6	-11.0	.
APJ ag	-3.2	-3.0	-2.9	-0.7	-1.2	.
APJ antagonist	4.1	15.9	80.2*	18.1	2.8	.
CCR6 antagonist	0.6	27.6	7.0	-8.6	8.6	7.6

Looked up above:
EBI2 block with #13 = 5.3
ATG4B inhibitor with #17 = -3.9
Gli-Sufu block with #18 = 8.6
UBC13 polyUb with #15 = -5.6

Remaining list, next part:
[19] Cc1cc(C)cc(NC(=O)c2ccc3nc[nH]c3c2)c1
[20] CCn1cc(S(=O)(=O)CC(=O)Nc2ccc3c(c2)OCO3)c2ccccc21
[21] CCc1ccc(NC2=CC(=O)CC(c3ccco3)C2)cc1 (centres undefined)
[22] O=C(Cn1cnc([N+](=O)[O-])c1)Nc1ccccc1C(F)(F)F
[23] CCC(CC)NC(=O)Cn1c(C(C)NC(C)=O)nc2ccccc21 (centres undefined)
[24] CN(C)Cc1c(C(=O)N/N=C/c2ccccc2OCc2c(F)cccc2Cl)nnn1-c1nonc1N

assay / compound	19	20	21	22	23	24
Gli-Sufu block	-14.2	2.2	-2.4	4.1	1.9	-3.4
EBI2 block	-14.5	-1.6	-2.7	-10.5	0.1	16.9
ATG4B inhibitor	-2.3	-23.9	-15.4	-1.3	0.4	-2.0
CXCR6 block	1.8	-7.1	1.2	1.5	-7.4	26.2
UBC13 polyUb	-21.0	-10.5	6.1	-9.8	-11.0	-1.6
APJ ag	1.7	0.7	-2.4	-5.0	-3.6	0.7
APJ antagonist	4.3	-0.2	9.2	1.3	17.6	-14.8
CCR6 antagonist	4.1	-6.8	16.3	3.7	7.4	27.4

[25] CN(C)c1ccc(C2N(c3ccc(Cl)cc3)C(=O)C3CCCN32)cc1 (centres undefined)
[26] O=C(NC1CCCC1)C(c1ccncc1)N(CC1CCCO1)C(=O)Cn1nnc(-c2cccs2)n1 (centres undefined)
[27] CCOC(=O)[C@H]1O[C@@H]1C(=O)N[C@@H](CC(C)C)C(=O)NCCC(C)C
[28] CC1(c2cccc(Br)c2)NC(=O)N(CC(=O)Nc2ccc3c(c2)OCCO3)C1=O (centres undefined)
[29] Cc1[nH]c2ccc(C(=O)OCC(=O)NC3(C#N)CCCCC3)cc2c1C
[30] COc1ccc(OC)c(NC(=O)C2CC(=O)N(c3ccccc3)C2)c1 (centres undefined)

assay / compound	25	26	27	28	29	30
Gli-Sufu block	-6.8	5.6	31.6	-8.8	-9.2	-12.7
EBI2 block	-3.0	-9.3	-4.0	3.7	5.8	-8.3
ATG4B inhibitor	4.2	-12.7	5.4	-7.1	-18.2	1.1
CXCR6 block	1.4	-10.3	-5.1	-12.7	-4.7	-4.8
UBC13 polyUb	-7.1	-14.3	3.1	-0.4	-1.3	-1.7
APJ ag	-3.7	1.3	-2.1	0.6	0.4	-3.2
APJ antagonist	-8.3	-0.8	16.3	14.0	-37.7	-5.3
CCR6 antagonist	12.3	2.6	2.8	9.9	4.5	0.0

[31] COc1ccsc1C(=O)NCCN1CCOCC1
[32] COCCNC(=O)c1cccc(C)c1[N+](=O)[O-]
[33] Cc1c(CN2CCCCC2C)c(=O)n(-c2ccccc2)n1C (centres undefined)
[34] CC(NC(=O)c1cc2ccccc2oc1=O)c1ccc(O)cc1 (centres undefined)
[35] C/C(=C\C(=O)c1ccccc1)Nc1cccc(O)c1
[36] Cc1cc2nc(-c3cccnc3SCC(=O)NC(C)C)[nH]c2cc1C

assay / compound	31	32	33	34	35	36
Gli-Sufu block	13.8	5.2	-3.4	2.8	-3.5	-59.3
EBI2 block	-11.4	-5.2	-1.3	8.2	-11.1	8.5
ATG4B inhibitor	-4.0	-11.6	12.0	10.5	-18.9	-4.4
CXCR6 block	2.0	-0.4	4.5	-7.8	-5.0	-4.5
UBC13 polyUb	3.0	-2.4	11.4	0.9	-0.7	7.0
APJ ag	-3.5	-1.8	-3.7	-2.2	1.6	-3.1
APJ antagonist	2.5	7.1	-9.7	-1.0	9.9	8.8
CCR6 antagonist	6.8	5.2	8.0	-11.0	5.4	-11.7

Profiles from above. Order of screens: Gli-Sufu block	EBI2 block	ATG4B inhibitor	CXCR6 block	UBC13 polyUb	APJ ag	APJ antagonist	CCR6 antagonist
Shown for O=C(Cn1cnc([N+](=O)[O-])c1)Nc1ccccc1C(F)(F)F : 4.1	-10.5	-1.3	1.5	-9.8	-5.0	1.3	3.7
Shown for COc1ccc(-c2noc(N3CCC(C(=O)N4CCN(c5ccccn5)CC4)CC3)n2)cc1 : 21.2	11.2	-18.4	-7.0	-4.0	3.7	-16.6	2.4

(more compounds)
[37] COc1ccc(C(=O)N(CC(=O)NC(C)(C)C)c2ccc3c(c2)OCCO3)cc1OC
[38] Cc1cccc2cc(C(c3nnnn3CC3CCCO3)N3CCc4ccccc4C3)c(=O)[nH]c12 (centres undefined)
[39] CN(C)c1ccc(C=c2c3ccccc3n3c2cc(-c2ccc(Cl)cc2)[n+]3C)cc1
[40] CCC[C@@H](CN1CCC[C@H]1CN1C(N)=NC[C@@H]1Cc1ccccc1)N1C[C@@H]([C@H](C)CC)N(CCc2ccc(Cl)c(Cl)c2)C1=N
[41] COc1ccc(S(=O)(=O)N2CCC(C(N)=O)(N3CCCCC3)CC2)cc1OC
[42] O=C1NC2(CCCCCC2)N=C1c1ccc(F)cc1

assay / compound	37	38	39	40	41	42
Gli-Sufu block	5.7	-23.9	83.2*	-9.6	10.5	-3.9
EBI2 block	5.5	.	-3.6	-8.1	1.6	-6.7
ATG4B inhibitor	0.1	3.2	15.4	5.4	-4.0	-15.3
CXCR6 block	2.5	.	19.0	-6.5	-7.2	-9.9
UBC13 polyUb	-5.1	-10.5	.	73.6*	-5.1	-4.3
APJ ag	4.4	-1.1	.	-4.4	-1.6	-3.5
APJ antagonist	-9.1	13.0	.	13.2	-13.6	6.4
CCR6 antagonist	2.4	6.6	35.8	14.1	0.2	10.7

[43] COc1cccc(NC(=S)N(Cc2ccc(C(=O)O)cc2)Cc2ccc(OC)c(OC)c2)c1
[44] CN(C)S(=O)(=O)c1ccc(Cl)c(NC(=O)COC(=O)CC(NC(N)=O)c2ccc(Cl)cc2)c1 (centres undefined)
[45] CCC(CC)C(=O)Nc1nnc(S(=O)(=O)N2c3ccccc3CC2C)s1 (centres undefined)
[46] COc1ccc(OC)c(C(=O)Cn2cnc3ccccc3c2=O)c1
[47] Cc1ccc(NC(=O)COC(=O)CCc2ccccc2)cc1S(=O)(=O)N1CCOCC1
[48] O=C(NNC(=O)c1ccc(NC(=O)C2CC2)cc1)c1ccc(F)cc1

assay / compound	43	44	45	46	47	48
Gli-Sufu block	13.6	-2.2	1.5	2.1	4.5	5.6
EBI2 block	-2.8	-6.6	4.8	7.8	6.6	-16.2
ATG4B inhibitor	-1.4	-6.8	1.8	-4.6	-5.9	-4.5
CXCR6 block	-8.2	-0.2	-1.2	-2.3	-1.4	0.1
UBC13 polyUb	4.0	6.3	-7.0	-6.2	13.3	1.8
APJ ag	-3.0	-4.8	-4.7	0.0	-0.9	-2.3
APJ antagonist	-2.5	1.0	-6.8	2.9	14.2	17.1
CCR6 antagonist	20.9	6.3	5.5	2.2	-1.4	8.1

Grouped by structure: those above containing bromine
[12] COc1cccc(NC(=O)COC(=O)Cc2ccc(Br)cc2)c1
[28] CC1(c2cccc(Br)c2)NC(=O)N(CC(=O)Nc2ccc3c(c2)OCCO3)C1=O (centres undefined)

assay / compound	12	28
Gli-Sufu block	-7.4	-8.8
EBI2 block	-5.8	3.7
ATG4B inhibitor	0.8	-7.1
CXCR6 block	-5.0	-12.7
UBC13 polyUb	5.9	-0.4
APJ ag	-2.5	0.6
APJ antagonist	14.8	14.0
CCR6 antagonist	-5.4	9.9

Next compounds:
[49] Cc1cccc(C)c1NC(=O)c1cccnc1
[50] Cc1ccc(NC(=O)COc2ccc(-n3cnnn3)cc2)cc1C
[51] COc1ccc(Cl)cc1NC(=O)CN(C)S(=O)(=O)c1cccs1
[52] Cc1ccc(NS(=O)(=O)c2ccc(C)c(C(=O)N3CCOCC3)c2)cc1
[53] CC(=O)NC1(C(F)(F)F)NC(=O)N(CCc2ccccc2)C1=O (centres undefined)
[54] CCOC(=O)C1=C(CC)Nc2ccccc2N=C1NC(=O)c1cc(S(=O)(=O)N(C)C)ccc1Cl

assay / compound	49	50	51	52	53	54
Gli-Sufu block	-14.0	10.0	-3.8	9.2	0.8	-1.5
EBI2 block	2.6	-1.1	0.1	6.2	-10.8	2.9
ATG4B inhibitor	6.3	-14.5	-1.9	1.8	-4.1	-2.0
CXCR6 block	-14.0	-11.8	6.6	-5.6	-3.3	6.9
UBC13 polyUb	7.2	-0.9	16.1	-0.4	1.7	-1.3
APJ ag	-4.2	-1.7	-2.3	0.4	1.0	-3.9
APJ antagonist	-8.9	3.8	-9.5	18.3	-11.2	-9.5
CCR6 antagonist	9.8	6.3	10.6	4.6	4.0	24.0
